L3MBTL1 block = qHTS Assay for the Inhibitors of L3MBTL1 | AlphaScreen L3MBTL1–H3K9me1 peptide binding | Potency, µM (titrated, usually from 57.1 µM), for the others: at the top dose activity, negative = inhibition, most hits filed as inhibitors | 230,000 tested, 0.66% active; active = well fitted inhibition curve with a large enough effect; inconclusive = small, poorly fitted or top-dose-only effect; inactive = no such curve, though single readings can be large or run the other way; also: nearly all actives have a fitted effect of over 60% in size
Target sequence (Q9Y468 whole entry, looked up): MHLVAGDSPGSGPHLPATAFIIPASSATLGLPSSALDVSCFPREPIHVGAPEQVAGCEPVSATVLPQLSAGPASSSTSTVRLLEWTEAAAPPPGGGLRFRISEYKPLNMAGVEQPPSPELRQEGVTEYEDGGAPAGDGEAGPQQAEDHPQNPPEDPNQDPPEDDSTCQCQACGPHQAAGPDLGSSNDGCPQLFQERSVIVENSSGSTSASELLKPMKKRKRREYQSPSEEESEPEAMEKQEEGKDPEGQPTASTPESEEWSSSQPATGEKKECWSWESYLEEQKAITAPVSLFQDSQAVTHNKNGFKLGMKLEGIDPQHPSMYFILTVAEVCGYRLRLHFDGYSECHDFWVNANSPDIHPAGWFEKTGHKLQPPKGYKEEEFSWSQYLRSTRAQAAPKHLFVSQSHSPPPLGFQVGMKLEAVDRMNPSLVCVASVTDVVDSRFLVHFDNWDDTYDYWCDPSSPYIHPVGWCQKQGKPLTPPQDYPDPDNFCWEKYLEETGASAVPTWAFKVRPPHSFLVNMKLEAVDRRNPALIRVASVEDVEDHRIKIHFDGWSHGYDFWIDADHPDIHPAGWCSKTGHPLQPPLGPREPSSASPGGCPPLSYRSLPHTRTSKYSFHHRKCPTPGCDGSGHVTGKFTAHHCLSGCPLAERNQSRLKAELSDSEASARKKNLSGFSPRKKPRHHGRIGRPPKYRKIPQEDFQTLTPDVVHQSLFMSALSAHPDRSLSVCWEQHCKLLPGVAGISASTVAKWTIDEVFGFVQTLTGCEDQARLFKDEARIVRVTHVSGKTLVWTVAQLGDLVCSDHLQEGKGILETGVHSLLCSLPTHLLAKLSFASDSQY
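Displacement of a biotinylated histone H3(1-15) peptide monomethylated at Lys9 (75 nM) from L3MBTL1 (50 nM) was measured by AlphaScreen after a 30 min room-temperature compound incubation; cefsulodin titration served as intraplate control.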
The depositor's hits bear a star; ? = inconclusive; & = joins results of further samples; [ ] = dose if it differs, or a comment. % is scaled to controls: 0 for no effect and ±100 for the full control effect; potency is read from the fitted curve at half-maximal effect. These rows are one share of the data. The share of hits here may be higher or lower than overall.

The first 2 compounds, to show the layout:
SMILES	L3MBTL1 block
CC(=O)OC1C=CC2[C@H]3Cc4ccc(O)c5c4[C@@]2(CCN3C)C1O5 (some centres not stated)	1%
CCCCCn1c(=O)c(C(=O)Nc2cccc(C)c2)c(O)c2ccccc21	10%

This part in full, previewed entries included:
SMILES	L3MBTL1 block
CC(=O)OC1C=CC2[C@H]3Cc4ccc(O)c5c4[C@@]2(CCN3C)C1O5 (some centres not stated)	1%
CCCCCn1c(=O)c(C(=O)Nc2cccc(C)c2)c(O)c2ccccc21	10%
O=C1CC(=O)N(c2ccc(Cl)cc2)C(=O)N1	-6%[2.29 µM]
c1ccc(CNCCc2c[nH]c3ccccc23)cc1	-2%
COC(=O)C1=C(c2ccc(-c3ccccc3)c(F)c2)C[C@@H]2CC[C@H]1N2C(=O)N1CCOCC1	-3%
CC(=O)c1cn(Cc2ccccc2F)c2ccccc12	22%
Cc1nc2ccccc2c(=O)n1-c1cccc([N+](=O)[O-])c1	4%[2.29 µM]
COC(=O)C1=C(c2ccccc2OCc2ccccc2)C[C@@H]2CC[C@H]1N2C(=O)NC1CCN(Cc2ccccc2)CC1	-7%
O=P(Oc1ccccc1)(Oc1ccccc1)C(O)c1ccc(Cl)cc1 (configuration not stated)	0%
COC(=O)[C@H]1[C@H]2C[C@@H]3c4[nH]c5cc(OC)ccc5c4CCN3C[C@H]2C[C@@H](OC(=O)/C=C/c2cc(OC)c(OC)c(OC)c2)[C@@H]1OC	?
COC(=O)C1=C(c2ccc(Cl)c(C(F)(F)F)c2)C[C@@H]2CC[C@H]1N2C	0%
NC(N)=Nc1ccc2[nH]c3c(c2c1)C[C@@]1(O)[C@H]2Cc4ccc(O)c5c4[C@@]1(CCN2CC1CC1)C3O5 (some centres not stated)	-10%
COc1ccccc1N1CCN(Cc2ccccc2)CC1	-1%[2.29 µM]
O=C(O)c1ccc(-[n+]2c(-c3ccccc3)cc(-c3ccccc3)cc2-c2ccccc2)cc1	5%
COc1ccc(OC)c(C(O)C2CCCCN2)c1 (configuration not stated)	4%
COc1cccc(CN2CCN(Cc3cccc(F)c3)CC2)c1	-2%
CCCCOc1ccc(C(C)=O)cc1Cc1c(O)[nH]c(=S)[nH]c1=O	2%[2.29 µM]
Oc1cc(O)cc(/C=C/c2ccc(O)cc2O)c1	-6%
Clc1ccc(C(Cn2ccnc2)OCc2csc3c(Cl)cccc23)c(Cl)c1 (configuration not stated)	?
COC(=O)C1=C(c2ccc(OC)c(OC)c2)C[C@@H]2CC[C@H]1N2C(=O)NCCO	4%
CCN1C[C@]2(COC)CC[C@H](OC)[C@@]34C1[C@]1(OCO[C@@]15C[C@H](OC)[C@H]1C[C@@H]3[C@@H]5[C@H]1OC)[C@@H](O)[C@H]24	5%
C[C@]12CCC(=O)C=C1CCC1C2CC[C@@]2(C)C1CC[C@]2(C)O (some centres not stated)	4%
COc1ccc(CNCCc2ccc(Cl)cc2)c(OC)c1OC	1%
CC1[C@H]2Cc3ccc(O)cc3[C@]1(C)CCN2CCc1ccccc1 (some centres not stated)	?
Cn1cc(C(=O)OCC(=O)NC2CCCC2)c2ccccc21	-10%

Continued.
SMILES	L3MBTL1 block
COC(=O)C1=C(c2c(C)noc2C)C[C@@H]2CC[C@H]1N2C(=O)N1CCCC1	6%
O=C(O)C(O)(c1ccccc1)C1CCCCC1 (configuration not stated)	-6%
O=C(O)Cn1cc(/C=C2\C(=O)NC(=O)N(c3ccc(F)cc3)C2=O)c2ccccc21	3%
COc1ccc(CN2CCCC(C(=O)c3ccc(Cl)cc3)C2)c(OC)c1 (configuration not stated)	0%[2.29 µM]
Cc1ccc(S(=O)(=O)c2nc(-c3ccccc3Cl)oc2N(C)C2CCN(C)CC2)cc1	-6%
COC(=O)C1=C(c2ccc(OC)c(OC)c2)C[C@@H]2CC[C@H]1N2C(=O)NCc1cccc2ccccc12	-8%
O=C(Cc1ccccc1)OCC(=O)N1CCN(S(=O)(=O)c2ccc(Cl)cc2)CC1	2%
CC1CCCCC1NC1CCN(C)CC1 (configuration not stated)	0%
COC(=O)Cn1cc(C=C2C(=O)N(C)C(=O)N(C)C2=O)c2ccccc21	3%
Clc1ccc(CN2CCNCC2)cc1	4%
Cc1ccc(OC(F)F)c(N2C(=O)C3C4CCC(O4)C3C2=O)c1 (configuration not stated)	11%
CC(N)Cc1c[nH]c2c1ccc1ccccc12 (configuration not stated)	5%[2.29 µM]
CC(CN(C)C1CCN(C)CC1)c1ccccc1 (configuration not stated)	-4%
COc1c(/C=C2/C(=O)NC(=O)N(C)C2=O)c(CCN(C)C(=O)c2ccccc2)cc2c1OCO2	11%
COC(=O)C1=C(c2ccc(Cl)c(C(F)(F)F)c2)C[C@@H]2CC[C@H]1N2C(=O)NCc1ccco1	-3%
CCCNC(=O)N1[C@H]2CC[C@@H]1C(C(=O)OC)=C(c1ccc(OC(F)(F)F)cc1)C2	3%
COC(=O)C1=C(c2ccc(C(C)=O)cc2)C[C@@H]2CC[C@H]1N2C(=O)N1CCC(C)CC1	8%
COC(=O)C1=C(c2cccc(C#N)c2)C[C@@H]2CC[C@H]1N2C(=O)NC1Cc2ccccc2C1	-4%
CCOC(=O)C1(c2ccccc2)CCN(CCC(=O)Nc2cccc(Br)c2)CC1	2%
COc1cccc(CN2CC=C(c3ccc(F)cc3)CC2)c1	4%
COC(=O)C1=C(c2ccc(F)cc2F)C[C@@H]2CC[C@H]1N2C(=O)NC(C)C	9%
Cn1c(N)c(C(=O)COC(=O)Cc2ccccc2)c(=O)n(C)c1=O	0%
Cn1c(O)c(C=Nc2ccc(Br)cc2)c(=O)n(C)c1=O	-3%
CCCCn1c(=O)c(C(=O)NCCc2ccccc2)c(O)c2ccccc21	22%
Cc1ccccc1CCNCc1cc2cccc(C)c2[nH]c1=O	1%

Arranged by number of heavy atoms (high to low): some entries from above.
SMILES	L3MBTL1 block
COC(=O)C1=C(c2ccc(OC)c(OC)c2)C[C@@H]2CC[C@H]1N2C(=O)NCc1cccc2ccccc12	-8%
Cc1ccc(S(=O)(=O)c2nc(-c3ccccc3Cl)oc2N(C)C2CCN(C)CC2)cc1	-6%
Cn1c(N)c(C(=O)COC(=O)Cc2ccccc2)c(=O)n(C)c1=O	0%

Given as labelled records: 4 of the compounds above.
> NC(N)=Nc1ccc2[nH]c3c(c2c1)C[C@@]1(O)[C@H]2Cc4ccc(O)c5c4[C@@]1(CCN2CC1CC1)C3O5 (some centres not stated)
  L3MBTL1 block = -10%
> COc1ccccc1N1CCN(Cc2ccccc2)CC1
  L3MBTL1 block = -1%[2.29 µM]
> O=C(O)c1ccc(-[n+]2c(-c3ccccc3)cc(-c3ccccc3)cc2-c2ccccc2)cc1
  L3MBTL1 block = 5%
> COc1ccc(OC)c(C(O)C2CCCCN2)c1 (configuration not stated)
  L3MBTL1 block = 4%

Given in CSV form: 7 of the compounds above
compound,L3MBTL1 block
Cc1ccc(OC(F)F)c(N2C(=O)C3C4CCC(O4)C3C2=O)c1 (configuration not stated),11%
CC(N)Cc1c[nH]c2c1ccc1ccccc12 (configuration not stated),5%[2.29 µM]
CC(CN(C)C1CCN(C)CC1)c1ccccc1 (configuration not stated),-4%
COc1c(/C=C2/C(=O)NC(=O)N(C)C2=O)c(CCN(C)C(=O)c2ccccc2)cc2c1OCO2,11%
COC(=O)C1=C(c2ccc(Cl)c(C(F)(F)F)c2)C[C@@H]2CC[C@H]1N2C(=O)NCc1ccco1,-3%
CCCNC(=O)N1[C@H]2CC[C@@H]1C(C(=O)OC)=C(c1ccc(OC(F)(F)F)cc1)C2,3%
COC(=O)C1=C(c2ccc(C(C)=O)cc2)C[C@@H]2CC[C@H]1N2C(=O)N1CCC(C)CC1,8%

Carrying on.
SMILES	L3MBTL1 block
CCCNC(=O)N1[C@H]2CC[C@@H]1C(C(=O)OC)=C(c1ccc(F)cc1OCc1ccccc1)C2	-1%
C[C@]12CC[C@H](OS(=O)(=O)O)CC1=CC[C@@H]1[C@@H]2CC[C@]2(C)C(=O)CC[C@@H]12	1%&6%
Cc1ccc(-c2cc(-c3ccccc3)cc(-c3ccccc3)[n+]2-c2ccc(C(=O)O)cc2)cc1	-4%
COC(=O)C1=C(c2ccccc2OCc2ccccc2)C[C@@H]2CC[C@H]1N2C(=O)NCc1ccc(C(C)(C)C)cc1	-11%
COCCN(C(=O)COC(=O)Cc1ccccc1)c1c(N)n(Cc2ccccc2)c(=O)[nH]c1=O	5%
O=C1CN=C(c2ccccc2)c2cc(Cl)ccc2N1	-5%
